Screens deposited in PubChem by several laboratories.
VHR inh abs: DUSP3 (human) phosphatase inhibition; P51452; recombinant VHR phosphatase, pNPP absorbance; inhibition, % at 13.3 µM; hit rate 0.52% among 290,000; AID 1654; in the data active means inhibition above about 50%; further: some compounds called inactive have numbers as strong as hits
Target sequence (P51452 whole entry, looked up): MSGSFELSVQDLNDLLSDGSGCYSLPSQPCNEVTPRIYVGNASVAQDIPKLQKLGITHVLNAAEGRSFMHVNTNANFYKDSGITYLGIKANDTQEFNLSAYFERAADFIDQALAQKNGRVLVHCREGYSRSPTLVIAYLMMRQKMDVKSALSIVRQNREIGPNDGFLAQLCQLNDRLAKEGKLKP
PriA SSB inh: inhibitors of Klebsiella pneumoniae PriA binding to SSB C-terminal tail | AlphaScreen SSBct-PriA binding, biotinylated peptide | AID 1272365 | inhibition, % at 33 µM | hit rate 0.6% among 430,000; in the data active means inhibition mostly above about 37%, no sharp cut-off; inactive means mostly below about 20%;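 further: plate controls were negative control peptide for no effect and reference peptide for full effect; strong numbers were not always called active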
BioA inh: BioA (M. tuberculosis) enzyme inhibition; purified M. tuberculosis BioA enzyme, plate reader; inhibition, % at 9.99 µM; hit rate 0.096% among 360,000; in the data active means inhibition above about 40%
FBA Mtb inh: Mtb fructose-bisphosphate aldolase inhibition | purified M. tuberculosis FBA, fluorescence read-out | AID 588726 | hit rate 2.3% among 360,000 | inhibition, % at 1 µM; in the data active means inhibition above about 27%;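 further: 0% = vehicle and 100% = reference inhibitor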
Target sequence (P9WQA3 whole entry, looked up): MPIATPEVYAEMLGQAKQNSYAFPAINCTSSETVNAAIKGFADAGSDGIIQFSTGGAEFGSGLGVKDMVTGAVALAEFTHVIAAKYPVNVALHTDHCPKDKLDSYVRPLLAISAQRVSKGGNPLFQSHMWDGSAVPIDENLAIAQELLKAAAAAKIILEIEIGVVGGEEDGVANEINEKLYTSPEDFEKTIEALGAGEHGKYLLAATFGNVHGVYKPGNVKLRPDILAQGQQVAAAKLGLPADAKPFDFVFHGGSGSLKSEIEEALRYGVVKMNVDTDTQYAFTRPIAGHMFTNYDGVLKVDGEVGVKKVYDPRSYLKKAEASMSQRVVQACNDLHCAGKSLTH
Vc quorum ag: induces V. cholerae light production without autoinducers | V. cholerae BH1578 lux reporter, luminescence, 6 h | activation, % at 18.7 µM | hit rate 0.16% among 350,000; in the data active means activation mostly above about 9.7%, no sharp cut-off; further: not every result past the cut was called active; inactives centre near 0; reference of the scale not given here
Rv3671c inh: Rv3671c (M. tuberculosis) protease inhibition | P9WHR9 | inhibition, % at 5.96 µM | hit rate 0.048% among 320,000; in the data active means inhibition above about 38%;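 further: extracellular domain of Rv3671c used as enzyme; 0% = enzyme with DMSO and 100% = no enzyme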
GDH-TPI inh: GDH-TPI coupled enzyme inhibition counter-screen | GDH-TPI coupled enzyme counterscreen, NADH absorbance | inhibition, % at 4.8 µM | hit rate 1.2% among 360,000 | AID 588335; in the data active means inhibition above about 30%;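 further: 0% = DMSO wells and 100% = wells lacking the enzyme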
MazF activator: MazEF (E. coli) toxin RNase activation; P0AE70; FAM/BHQ RNA-DNA oligo cleavage fluorescence, 5 h; activation, % at 20 µM; hit rate 0.32% among 350,000; AID 504720; in the data active means activation above about 50%
Target sequence (P0AE70 whole entry, looked up): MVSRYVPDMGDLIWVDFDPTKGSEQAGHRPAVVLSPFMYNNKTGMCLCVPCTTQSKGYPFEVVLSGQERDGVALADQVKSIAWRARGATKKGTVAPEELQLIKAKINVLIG
3CLpro inhibitor: SARS-CoV 3CLpro protease inhibition; recombinant SARS-CoV 3CLpro, quenched FRET peptide cleavage; AID 1706; hit rate 0.14% among 290,000; inhibition, % at 6 µM; in the data active means inhibition above about 12%
UGM FP inh: blocks M. tuberculosis UGM enzyme. P9WIQ1. purified UGM, fluorescence polarization probe displacement. inhibition, % at 10 µM. hit rate 0.06% among 320,000. AID 504406; in the data active means inhibition above about 10%, passing the limit was not always enough
Target sequence (P9WIQ1 whole entry, looked up): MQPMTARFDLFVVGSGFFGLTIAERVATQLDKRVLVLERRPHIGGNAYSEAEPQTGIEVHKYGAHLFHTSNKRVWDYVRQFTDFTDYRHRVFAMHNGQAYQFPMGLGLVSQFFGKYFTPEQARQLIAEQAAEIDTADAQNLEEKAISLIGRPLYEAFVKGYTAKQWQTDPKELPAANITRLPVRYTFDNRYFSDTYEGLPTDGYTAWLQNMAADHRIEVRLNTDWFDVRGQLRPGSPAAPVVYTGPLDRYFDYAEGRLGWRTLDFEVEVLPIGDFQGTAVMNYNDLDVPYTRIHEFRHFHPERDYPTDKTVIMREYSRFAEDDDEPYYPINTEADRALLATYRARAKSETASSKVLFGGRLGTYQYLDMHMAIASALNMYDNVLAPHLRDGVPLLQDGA
* marks the source's active call; other numbers are inactive results; & = joins results of further samples. Only part of the results is shown; the hit share may differ from the screen's.

Screening CCCC1=[N+](CC(=O)c2ccccc2)CCn2cccc21 returned VHR inh abs 13, PriA SSB inh -3, FBA Mtb inh 2, Vc quorum ag -0.7, Rv3671c inh -6, GDH-TPI inh 15, MazF activator -1, 3CLpro inhibitor -3 and UGM FP inh -0.3.
Screening O=C(Nc1ccc(S(=O)(=O)NC2=NCCCCC2)cc1)C1COc2ccccc2O1 (configuration not stated) returned VHR inh abs -1, PriA SSB inh -16, FBA Mtb inh -1, Vc quorum ag 3.1, Rv3671c inh -6, GDH-TPI inh -3, MazF activator -1, 3CLpro inhibitor 5 and UGM FP inh -0.1.
Screening COc1cccc(C(O)c2nc(-c3cc4ccccc4o3)cs2)c1 (configuration not stated) returned BioA inh 0.1, FBA Mtb inh -2, Vc quorum ag inactive and GDH-TPI inh -5.
`CC(=O)CSc1nnc(NC(=O)CCc2ccccc2)s1` gave VHR inh abs 12, PriA SSB inh -14, BioA inh -0.8, FBA Mtb inh 9, Vc quorum ag -0.3, Rv3671c inh 9, GDH-TPI inh 5, MazF activator 1, 3CLpro inhibitor -6 and UGM FP inh -3.3.
CSc1ccccc1NC(=O)CN(C)C(=O)CCc1c[nH]c2ccccc12 was read as VHR inh abs 35, PriA SSB inh -4, BioA inh -5.0, FBA Mtb inh 1, Vc quorum ag -3.6, Rv3671c inh 0, GDH-TPI inh 14, MazF activator -1, 3CLpro inhibitor 2 and UGM FP inh -0.5.
Screening Cc1cc(N2C(=O)C(O)=C(C(=O)c3cccs3)C2c2cccc(O)c2)no1 (configuration not stated) returned VHR inh abs 24, PriA SSB inh -12, BioA inh -0.3, FBA Mtb inh 1, Vc quorum ag 12, Rv3671c inh -2, GDH-TPI inh 12, MazF activator 8, 3CLpro inhibitor 0 and UGM FP inh 1.2.
Screening Cc1ccc(S(=O)(=O)NN2C(=O)c3ccccc3NC2(C)C)cc1 returned VHR inh abs 10, PriA SSB inh -1, FBA Mtb inh 36*, Vc quorum ag -0.2, Rv3671c inh 6, GDH-TPI inh 4, MazF activator 2, 3CLpro inhibitor 0 and UGM FP inh -0.4.
For CCn1c(SCC(=O)Nc2nc(C)cs2)nnc1C(C)NC(=O)c1ccccc1 (configuration not stated) the results were VHR inh abs 6, PriA SSB inh -12, BioA inh -0.5, FBA Mtb inh 1, Vc quorum ag -0.8, Rv3671c inh -10, GDH-TPI inh 5, MazF activator 5, 3CLpro inhibitor 1 and UGM FP inh 1.6.
For CCOC(=O)NC(=O)CSc1nc(C)cc(C(F)(F)F)c1C#N the results were VHR inh abs 14, PriA SSB inh -20, BioA inh -0.3, FBA Mtb inh -1, Vc quorum ag 1.9, Rv3671c inh 5, GDH-TPI inh -4, MazF activator -12, 3CLpro inhibitor -1 and UGM FP inh -1.3.
`Cc1cc(C)c(S(=O)(=O)Nc2ccc(O)c(Sc3ncn[nH]3)c2)c(C)c1` gave VHR inh abs -5, PriA SSB inh 5, BioA inh -0.1, FBA Mtb inh 5, Vc quorum ag 1.2, Rv3671c inh 9, GDH-TPI inh -4, MazF activator 2, 3CLpro inhibitor -2 and UGM FP inh -2.4.
For O=C(NCC(c1ccco1)N1CCOCC1)c1ccc(F)c(F)c1 (configuration not stated) the results were PriA SSB inh -1, BioA inh 6.5, FBA Mtb inh 1, Vc quorum ag inactive, Rv3671c inh 0, GDH-TPI inh 8, MazF activator 4 and UGM FP inh 3.9.
COc1ccc(N2CC(NS(=O)(=O)c3ccc4ccccc4c3)CC2=O)cc1 (configuration not stated) was read as PriA SSB inh 3, FBA Mtb inh 1, Vc quorum ag -5.6, Rv3671c inh -7, GDH-TPI inh 0, MazF activator 0 and UGM FP inh -2.3.
Screening C/C(N)=C(/C#N)C(=O)COC(=O)C(NS(=O)(=O)c1ccc(Cl)cc1)C(C)O (configuration not stated) returned VHR inh abs 17, BioA inh 1.4, FBA Mtb inh 1&3, Vc quorum ag inactive, Rv3671c inh -12, GDH-TPI inh 10&-4, MazF activator -11&12, 3CLpro inhibitor 3 and UGM FP inh -0.4.
`Nc1ccc(-c2ccc(C(=O)O)s2)cn1` gave VHR inh abs 29, PriA SSB inh -9&-9, Vc quorum ag -1.1, Rv3671c inh -2, GDH-TPI inh 17, MazF activator -2, 3CLpro inhibitor 6 and UGM FP inh -1.3.
`Cc1ccc(-n2[nH]c(C)c(C=Nc3ccc(S(=O)(=O)Nc4nccs4)cc3)c2=O)c(C)c1` gave VHR inh abs 14, Rv3671c inh 2, 3CLpro inhibitor 1 and UGM FP inh 0.6.
Screening CC(C)(C)n1cccc1/C=C1\C(=O)NC(=O)N(c2ccccc2)C1=O returned VHR inh abs 2, PriA SSB inh -5, BioA inh -0.6, FBA Mtb inh 0, Vc quorum ag -0.5, Rv3671c inh -6, GDH-TPI inh 9, MazF activator -15, 3CLpro inhibitor 6 and UGM FP inh 6.9.
For CN1CCN(c2ccc(S(=O)(=O)N3CCCCC3)cc2N)CC1 the results were PriA SSB inh 13, BioA inh -0.3, FBA Mtb inh 1, Vc quorum ag inactive, Rv3671c inh -2, GDH-TPI inh -1 and MazF activator 1.
`Cc1cccc(C)c1NC(=O)CSc1nc(C)c(CC(=O)c2ccc(Br)cc2)c(C)c1C#N` gave VHR inh abs 13, PriA SSB inh -6, BioA inh -1.0, FBA Mtb inh -1, Vc quorum ag inactive, Rv3671c inh 1, GDH-TPI inh 6, MazF activator -2, 3CLpro inhibitor -1 and UGM FP inh -1.8.
Screening Cc1cc(F)ccc1S(=O)(=O)N1CCCOC1CNC(=O)C(=O)NC1CCCCC1 (configuration not stated) returned VHR inh abs 20, PriA SSB inh -23, BioA inh -0.6, FBA Mtb inh -4, Vc quorum ag inactive, Rv3671c inh 2, GDH-TPI inh 9, MazF activator 5, 3CLpro inhibitor -4 and UGM FP inh 1.2.
Screening O=C(CCSc1nnc(-c2ccncc2)o1)Nc1ccc(F)cc1 returned VHR inh abs 0, PriA SSB inh 7, BioA inh 0.0, FBA Mtb inh -3, Vc quorum ag -0.3, Rv3671c inh 0, GDH-TPI inh 8, MazF activator -2, 3CLpro inhibitor 6 and UGM FP inh -1.4.

Overlap with the part before: 4 entries; new compounds follow.
For CN1CCN(c2ccc(S(=O)(=O)N3CCCCC3)cc2N)CC1 the results were PriA SSB inh 13, BioA inh -0.3, FBA Mtb inh 1, Vc quorum ag inactive, Rv3671c inh -2, GDH-TPI inh -1 and MazF activator 1.
`Cc1cccc(C)c1NC(=O)CSc1nc(C)c(CC(=O)c2ccc(Br)cc2)c(C)c1C#N` gave VHR inh abs 13, PriA SSB inh -6, BioA inh -1.0, FBA Mtb inh -1, Vc quorum ag inactive, Rv3671c inh 1, GDH-TPI inh 6, MazF activator -2, 3CLpro inhibitor -1 and UGM FP inh -1.8.
Screening Cc1cc(F)ccc1S(=O)(=O)N1CCCOC1CNC(=O)C(=O)NC1CCCCC1 (configuration not stated) returned VHR inh abs 20, PriA SSB inh -23, BioA inh -0.6, FBA Mtb inh -4, Vc quorum ag inactive, Rv3671c inh 2, GDH-TPI inh 9, MazF activator 5, 3CLpro inhibitor -4 and UGM FP inh 1.2.
Screening O=C(CCSc1nnc(-c2ccncc2)o1)Nc1ccc(F)cc1 returned VHR inh abs 0, PriA SSB inh 7, BioA inh 0.0, FBA Mtb inh -3, Vc quorum ag -0.3, Rv3671c inh 0, GDH-TPI inh 8, MazF activator -2, 3CLpro inhibitor 6 and UGM FP inh -1.4.
`CCOc1ccc(C(Nc2ccc(C)cc2)P2(=O)OCC(C)(C)CO2)cc1` (configuration not stated) gave VHR inh abs 2, PriA SSB inh -5, BioA inh 0.2, FBA Mtb inh 2, Vc quorum ag -0.8, Rv3671c inh -1, GDH-TPI inh 11, MazF activator 2, 3CLpro inhibitor 3 and UGM FP inh -2.8.
O=C(O)CCCCCCCCc1cn(CN2C(=O)c3ccccc3C2=O)nn1 was read as VHR inh abs 9, PriA SSB inh -17, BioA inh 3.2, FBA Mtb inh 4, Vc quorum ag -0.6, Rv3671c inh -5, GDH-TPI inh 13, MazF activator 3, 3CLpro inhibitor -6 and UGM FP inh 2.8.
O=C(NCCCCCCNC(=O)OC1CCS(=O)(=O)C1)OC1CCS(=O)(=O)C1 (configuration not stated) was read as VHR inh abs -10, PriA SSB inh -2, BioA inh -1.9, FBA Mtb inh -1, Vc quorum ag inactive, Rv3671c inh 4, GDH-TPI inh -2, MazF activator 2, 3CLpro inhibitor 1 and UGM FP inh -0.5.
For Cc1ccc(NC(=S)NC(CO)C(O)c2ccc([N+](=O)[O-])cc2)cc1 (configuration not stated) the results were VHR inh abs 8, PriA SSB inh 2, FBA Mtb inh -1, Vc quorum ag -0.2, Rv3671c inh -5, GDH-TPI inh 0, MazF activator -5, 3CLpro inhibitor -3 and UGM FP inh 0.4.
For COc1cccc(-c2csc3nnc(SCC(=O)NCc4cccs4)n23)c1 the results were VHR inh abs 32, PriA SSB inh 4, BioA inh 7.8, FBA Mtb inh 0, Vc quorum ag -0.5, Rv3671c inh -3, GDH-TPI inh -11, MazF activator 2, 3CLpro inhibitor -2 and UGM FP inh 0.1.
Screening N#CC(/C(=N/S(=O)(=O)c1cccs1)c1ccccc1)c1nc2ccccc2[nH]1 (configuration not stated) returned VHR inh abs -8, BioA inh -0.3, FBA Mtb inh -2, Vc quorum ag inactive, Rv3671c inh 2, GDH-TPI inh 43*, MazF activator 2, 3CLpro inhibitor 6 and UGM FP inh -2.6.
For CC(=O)NCCc1nc2ccccc2n1Cc1cccc(C)c1 the results were VHR inh abs 21, PriA SSB inh -3, FBA Mtb inh 3, Vc quorum ag inactive, Rv3671c inh 1, GDH-TPI inh 0, MazF activator 7, 3CLpro inhibitor 0 and UGM FP inh 2.3.
O=C(c1cccs1)N1C(=O)c2cccc3cccc1c23 was read as VHR inh abs 2, PriA SSB inh -12, FBA Mtb inh 9, Vc quorum ag 0.4, Rv3671c inh -9, GDH-TPI inh 6, MazF activator -11, 3CLpro inhibitor -2 and UGM FP inh -1.2.
For Cc1ccnc(SC2CC(=O)N(c3ccc([N+](=O)[O-])cc3)C2=O)n1 (configuration not stated) the results were VHR inh abs 25, PriA SSB inh -30, BioA inh 2.0, FBA Mtb inh 0, Vc quorum ag -0.8, Rv3671c inh 5, GDH-TPI inh 27, MazF activator 4, 3CLpro inhibitor 3 and UGM FP inh 2.6.
Screening CCC(C)Sc1ccc([C@@H]2[C@@H]3C(=O)N(CC)C(=O)[C@@H]3[C@]3(C(=O)OC)CCCCN23)cc1OC (some centres not stated) returned PriA SSB inh -5, BioA inh -0.2, FBA Mtb inh -1, Vc quorum ag 3.9, Rv3671c inh -5, GDH-TPI inh 1, MazF activator 5 and UGM FP inh -0.5.
For COc1ccc(OC)c(NP2(=O)OCC(C)([N+](=O)[O-])CO2)c1 (configuration not stated) the results were PriA SSB inh -3, FBA Mtb inh 0, Vc quorum ag 0.1, GDH-TPI inh 8 and MazF activator 6.
For Cc1ccc(CNC(=O)C2CCCN2S(=O)(=O)c2ccc3c(c2)C(C)(C)C(=O)N3C)cc1 (configuration not stated) the results were VHR inh abs 17, PriA SSB inh -3, BioA inh 3.6, FBA Mtb inh 0, Vc quorum ag -0.1, Rv3671c inh -10, GDH-TPI inh 8, MazF activator 12, 3CLpro inhibitor -1 and UGM FP inh 4.3.
Screening COc1ccc(C2CC(C)=NN2C=O)cc1OC (configuration not stated) returned VHR inh abs 6, PriA SSB inh -7, BioA inh -2.1, FBA Mtb inh 0, Rv3671c inh 6, GDH-TPI inh -12, MazF activator 1, 3CLpro inhibitor 2 and UGM FP inh 2.4.
For CCn1cc(/C=C(\NC(=O)c2ccccc2F)C(=O)NCCCN2CCOCC2)c2ccccc21 the results were VHR inh abs -15, PriA SSB inh -11, FBA Mtb inh -9, Vc quorum ag inactive, Rv3671c inh 1, GDH-TPI inh 28, MazF activator 10, 3CLpro inhibitor -3 and UGM FP inh 1.5.
CC(=O)NC(N1CCCCC1)C(F)(F)C(F)(F)C(F)(F)C(F)F (configuration not stated) was read as VHR inh abs 10, PriA SSB inh 3, BioA inh 1.3, FBA Mtb inh -4, Vc quorum ag inactive, Rv3671c inh 14, GDH-TPI inh -12, MazF activator -5, 3CLpro inhibitor -1 and UGM FP inh -1.0.
